# Compound activity deposited in PubChem BioAssay by National Center for Advancing Translational Sciences (NCATS).
# KB-V1 MDR tox – KB-V1 MDR subline cytotoxicity; Potency, µM (doses to about 46.1 µM), without a hit: top-dose activity change, negative = cytotoxicity, hits mostly cytotoxic; KB-V1 MDR cells viability, CellTiter-Glo, 72 h; actives 3.4% (n = 400,000); also: potency is read from the fitted curve at half-maximal effect; % is scaled to controls: 0 for no effect and ±100 for the full control effect; nearly all actives have a fitted effect of over 60% in size
#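 Cytotoxicity toward P-gp-expressing KB-V1 cells was determined as loss of CellTiter-Glo luminescence after 72 h at 37 degrees C. Compounds were tested in quantitative HTS format across a concentration range, with curves fitted to normalized data.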
# KB-3-1 tox – kills parental KB-3-1 adenocarcinoma cells | KB-3-1 viability, CellTiter-Glo ATP luminescence, 72 h | Potency, µM (doses to about 46.1 µM), without a hit: at the top dose activity change, negative = cytotoxic, most hits filed as cytotoxic | actives 1.4% (n = 400,000) | AID 1347075; also: potency is read from the fitted curve at half-maximal effect; % is scaled to controls: 0 for no effect and ±100 for the full control effect; nearly all actives have a fitted effect of over 60% in size
#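 Cytotoxicity in the drug-sensitive parental line KB-3-1 was scored as loss of CellTiter-Glo luminescence following 72 h incubation with compound. Values come from curve fitting of normalized concentration-response data.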
# MCF10A rerep – inducers of DNA re-replication in MCF 10A breast cells. MCF 10A DNA re-replication, Hoechst nuclear intensity, 48 h. Potency, µM (highest dose often 46.1 µM), without a hit: top-dose activity, positive = re-replication, hits mostly activators. actives 2.9% (n = 350,000). AID 624296; also: potency is read from the fitted curve at half-maximal effect; % of control where 0% means no effect; nearly all actives have a fitted effect of over 50% in size
# HT1080 IDH1KD tx – toxicity to HT-1080 IDH1 knockdown cells (counter line); HT-1080 IDH1 knockdown viability, ATP luminescence, 48 h; Potency, µM (titrated, usually from 46.1 µM), without a hit: at the top dose activity, negative = toxicity, most hits filed as cytotoxic; actives 2% (n = 360,000); AID 686971;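 also: potency is read from the fitted curve at half-maximal effect; 0% = DMSO wells and -100% = cell-free medium wells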
#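 HT-1080-IDH1KD cells (IDH1 knocked down), 750/well in RPMI with 5% FBS, treated with compound 48 h at 37 degrees C. Viability by CellTiter-Glo luminescence, normalised to DMSO and no-cell wells; concentration-response curves classed.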
# HT1080NT lethal – kills 2HG-producing HT-1080-NT fibrosarcoma cells; Potency, µM (titrated, usually from 46.1 µM), inactives show top-dose activity, negative = less viability, actives largely listed as cytotoxic; actives 1.6% (n = 360,000); AID 686970; HT-1080-NT fibrosarcoma viability, CellTiter-Glo ATP luminescence, 48 h;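 also: NT is the 2HG producing partner of a matched IDH1 knockdown line; potency is read from the fitted curve at half-maximal effect; 0% = DMSO-treated cells and -100% = media-only wells without cells; nearly all actives have a fitted effect of over 55% in size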
#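 Luminescent CellTiter-Glo readout after 48 hours of compound exposure at 37 degrees C defined viability of HT-1080-NT cells. Activity was normalized to DMSO wells and cell-free media wells; concentration-response curves were fitted and assigned curve classes.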
# SW480 rerep – inducers of DNA re-replication in SW480 colon cancer cells; SW480 DNA re-replication, Hoechst DNA content imaging, 48 h; Potency, µM (titrated, usually from 46.1 µM), without a hit: at the highest dose re-replication activation, actives largely listed as activators; actives 1.8% (n = 340,000); AID 624297; also: potency is read from the fitted curve at half-maximal effect; % of control where 0% means no effect; nearly all actives have a fitted effect of over 55% in size
#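 DNA re-replication was detected as more nuclei of elevated Hoechst intensity after 48 hr exposure to compound (23 nL pinned per well of 250 cells).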
# ATXN2 expr inh – ATXN2 expression inhibition; Potency, µM (series often up to 57 µM), without a hit: at the top dose activity change, negative = inhibition, actives largely listed as inhibitors; actives 0.72% (n = 360,000); HEK-293 ATXN2-luciferase reporter, luminescence, 24 h; also: potency is read from the fitted curve at half-maximal effect; % is scaled to controls: 0 for no effect and ±100 for the full control effect; nearly all actives have a fitted effect of over 55% in size
#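 qHTS (up to 57 uM final) was run with 24 h compound exposure of reporter cells at 37 °C. Each well was multiplexed: SteadyGlo luminescence measured ATXN2-luciferase expression after a fluorogenic Gly-Phe-AFC viability readout (25 uM final).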
# IL1B secr inh – blocks inflammasome-driven IL-1 beta release. activity change, % at 57.5 µM. THP-1 LPS/ATP IL-1B secretion, AlphaLISA, 16 h; stronger effect = lower value. AID 743279. actives 4.7% (n = 360,000); in the data active = activity change below about -50%; inconclusive = mostly about -30% to -49%; also: % is scaled to controls: 0 for no effect and ±100 for the full control effect
#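 Secreted IL-1B measured by AlphaLISA bead assay after 16 h compound exposure of THP-1 cells; compounds (final up to 57.5 uM) added 1 h before LPS (250 ng/mL) and ATP (1.25 mM) stimulation; lower signal means less secretion.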
# WRN inhibitor – blocks human WRN helicase | WRN helicase unwinding, fluorescent forked duplex, kinetic | Potency, µM (top dose mostly 114 µM), without a hit: at the top dose activity change, negative = inhibition, hits mostly inhibitors | actives 0.46% (n = 360,000) | Q14191; also: potency is read from the fitted curve at half-maximal effect; % is scaled to controls: 0 for no effect and ±100 for the full control effect; nearly all actives have a fitted effect of over 55% in size
# Target sequence (Q14191 whole entry, looked up): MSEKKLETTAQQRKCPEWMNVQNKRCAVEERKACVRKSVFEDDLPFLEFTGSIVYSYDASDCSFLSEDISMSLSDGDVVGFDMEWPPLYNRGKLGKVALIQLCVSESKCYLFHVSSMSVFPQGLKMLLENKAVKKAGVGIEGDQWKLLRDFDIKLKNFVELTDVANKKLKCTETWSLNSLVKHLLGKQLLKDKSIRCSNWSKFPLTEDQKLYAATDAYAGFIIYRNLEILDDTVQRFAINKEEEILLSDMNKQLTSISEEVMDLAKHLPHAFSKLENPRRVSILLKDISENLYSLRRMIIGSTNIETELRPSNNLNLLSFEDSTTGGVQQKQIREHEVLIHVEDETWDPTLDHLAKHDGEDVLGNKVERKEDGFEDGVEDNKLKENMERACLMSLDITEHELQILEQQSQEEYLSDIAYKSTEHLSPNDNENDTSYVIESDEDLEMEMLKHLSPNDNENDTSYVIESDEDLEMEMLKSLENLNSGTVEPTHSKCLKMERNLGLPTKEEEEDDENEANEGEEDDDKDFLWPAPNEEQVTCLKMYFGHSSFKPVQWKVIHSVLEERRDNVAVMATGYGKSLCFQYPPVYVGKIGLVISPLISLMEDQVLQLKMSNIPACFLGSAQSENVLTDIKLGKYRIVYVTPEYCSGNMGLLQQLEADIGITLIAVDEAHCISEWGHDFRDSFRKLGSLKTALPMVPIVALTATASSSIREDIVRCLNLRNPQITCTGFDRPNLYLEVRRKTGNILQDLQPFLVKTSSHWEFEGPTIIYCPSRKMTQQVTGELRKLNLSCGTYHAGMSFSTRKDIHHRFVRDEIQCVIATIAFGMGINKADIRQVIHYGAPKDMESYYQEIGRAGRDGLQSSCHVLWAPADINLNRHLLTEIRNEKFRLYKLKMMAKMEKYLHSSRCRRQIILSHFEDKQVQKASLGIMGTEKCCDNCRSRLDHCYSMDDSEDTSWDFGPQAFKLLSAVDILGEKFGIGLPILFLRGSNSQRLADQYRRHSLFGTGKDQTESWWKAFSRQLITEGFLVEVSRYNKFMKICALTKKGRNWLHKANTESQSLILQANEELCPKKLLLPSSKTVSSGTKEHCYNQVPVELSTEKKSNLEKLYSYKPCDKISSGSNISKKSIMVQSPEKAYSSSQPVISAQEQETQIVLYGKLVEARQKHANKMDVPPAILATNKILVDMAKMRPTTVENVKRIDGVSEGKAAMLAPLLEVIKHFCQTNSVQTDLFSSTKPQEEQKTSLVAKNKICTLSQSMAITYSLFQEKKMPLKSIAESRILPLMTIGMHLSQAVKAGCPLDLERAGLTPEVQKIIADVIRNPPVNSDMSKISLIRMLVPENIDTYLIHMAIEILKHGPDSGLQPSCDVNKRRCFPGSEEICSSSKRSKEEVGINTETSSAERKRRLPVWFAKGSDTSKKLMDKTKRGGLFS
#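 Kinetic fluorescence helicase assay: unwinding of a quenched forked DNA duplex (100 nM final) with 2 mM ATP final raises red fluorescence (525/598 nm). Compounds sat 15 min at room temperature with 20 nM WRN beforehand.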
# * hit, by the source's call; i = inactive; ? = inconclusive; . = no result given; [ ] = another dose, or the depositor's remark. Unless noted, calls follow the shape of the dose curve; as a rule, active = well fitted curve in the direction sought with a large enough effect; inconclusive = small, poorly fitted or top-dose-only effect, or another doubt; inactive = no such curve, though single readings can be large; an effect the other way counts as inactive or inconclusive.
SMILES,KB-V1 MDR tox,KB-3-1 tox,MCF10A rerep,HT1080 IDH1KD tx,HT1080NT lethal,SW480 rerep,ATXN2 expr inh,IL1B secr inh,WRN inhibitor
Cc1ccc(Cc2nc(-c3ccncc3)no2)cc1,0%,9%,4%,0%,8%,-10%,13%,-3,-8%
Cc1csc(=O)n1CCC(=O)OCc1nnc(-c2ccc([N+](=O)[O-])cc2)o1,9%,5%,-5%,2%,-1%[9.24 µM],-5%,3%,7,4%
CC(C)(C)NC(=O)C(c1ccccc1)N(C(=O)C1CSC(=O)C1)c1ccccc1 (configuration not stated),?,0%,?,-1%,-2%,1%,5%,1,-12%
CCCNC(=O)C/C(C)=N/NC(=O)COc1ccc(C)cc1Br,?,5%,4%,3%,6%,-5%,4%,18,-1%
CC(=O)N(c1ccccc1C)C1CCCC1,7%,14%,14%,8%,13%,-14%,6%,6,-15%[57.1 µM]
O=C(Nc1ccccc1)O/N=C1/CCCc2occc21,-1%,-1%,1%,12%,0%,-7%,30%,-10,8%
O=[N+]([O-])c1cc(C(F)(F)F)ccc1NCC1CCCO1 (configuration not stated),5%,-6%,-2%,1%,9%,-10%,16%,-1,-15%
CCCN(CCC)C(=O)c1ccc2c(c1)OCO2,1%,2%,3%,8%,5%,-11%,13%,5,13%
CCOC(=O)c1ccccc1NC(=S)N1CC(C)CC(C)C1 (configuration not stated),?,-11%,15%,-7%,8%,3%,-5%,-8,-2%
O=C(COC(=O)c1cccnc1Cl)Nc1ncc(Cl)cc1Cl,0%,19%,1%,3%,16%,-11%,-11%,8,-10%
Cn1nc(-c2ccccc2)c(-c2nc(-c3ccccc3Cl)no2)c1Cl,0%,-1%,30%,-11%,-14%,-1%,-18%,-4,-3%[57.1 µM]
Cc1ccc(N(C)C(=O)c2cc(S(=O)(=O)N3CCCCC3)c[nH]2)cc1,21%,0%,2%,1%,0%,-4%,2%,-20,-5%
Cc1ccc(OCCCC(=O)N2CCN(S(=O)(=O)c3cccc(F)c3)CC2)cc1,-3%,-4%,?,-3%,-12%,?,-10%,-26,1%
CCc1ccc(OCC(=O)Nc2cccc3c2CCCC3)cc1,-16%,0%,2%,0%,-1%,7.3µM*,.,-7,-2%
O=C(O)/C=C/C(=O)N1CCN(C(c2ccccc2)c2ccccc2)CC1,26%,11%,-7%,6%,1%,-21%,-8%,0,6%
CC1(C(=O)Nc2ccc3nc[nH]c3c2)CCN1C(=O)c1ccccc1CCc1ccccc1 (configuration not stated),-1%,0%,.,-24%,-3%,.,-18%,-16,-6%
COc1cccc(C2C(C(N)=O)=C(C)Nc3nc(CCCO)nn32)c1 (configuration not stated),28%,0%,.,-11%,1%,.,-15%,-11,4%
CC(=O)N1c2ccc(S(=O)(=O)N3CCCC(C(=O)NCc4ccccc4)C3)cc2CC1C (configuration not stated),19%,-9%,23%,7%,0%,0%,-4%,-5,4%
CSc1ccc(C#N)cc1NC(=O)c1ccccc1,-9%,-11%,-14%,-15%,-4%,-12%,-12%,25,2%
COc1ccccc1NC(=O)CN(C)S(=O)(=O)c1cc(C)ccc1OC,21µM*,8%,3%,-2%,3%,-2%,-13%,2,-10%
COc1ccc(C2=NOC(C(=O)NCc3ccccc3)C2)cc1 (configuration not stated),7.3µM*,7.3µM*,0.37µM*,2.2µM*,2.5µM*,2.6µM*,10%,34,-2%
CCN(CC)S(=O)(=O)c1ccc(Nc2cc(C)nc3ncnn23)cc1,1%,-3%,-10%,0%,7%,-5%,0%,21,7%
O=S(=O)(NC1c2cccc3cccc(c23)C1N1CCNCC1)c1ccccc1 (configuration not stated),9%,-3%,-1%,?,?,8%,-28%,?,-3%
CCOC(=O)c1c[nH]c2c(Cl)ccc(Cl)c2c1=O,?,5%,4%,-1%,-1%,0%,-5%,17,-36%[57.1 µM]
CC1CCC(CN2C(Nc3ccccc3)=NC[C@@H]2C)CC1 (some centres not stated),0%,-8%,7%,5%,11%,-23%,-3%,0,1%
Nc1ccn(C(C=O)CC(C=O)CO)c(=O)n1 (configuration not stated),1%,0%,.,6%,13%,.,15%,-1,5%
COCc1c(CCl)cnc(C)c1O,6%,?,0%,2%,0%,-1%,.,8,-2%
O=[N+]([O-])c1cccc(OCCN2CCC(Cc3ccccc3)CC2)c1,-19%,0%,?,?,?,1%,-25%,-66*,16%
Cc1[nH]n(-c2ccc(Cl)cc2)c(=O)c1N=Nc1cccnc1,-2%,?,7%,14%,17%,-10%,.,14,-4%
CC(CCc1ccccc1)NC(=O)COC(=O)C12CC3CC(CC(Br)(C3)C1)C2 (configuration not stated),10%,-5%,2%,2%,0%,-6%,12%,14,-11%
Cc1cccc(NC(=O)NCC(c2cccnc2)N2CCOCC2)c1 (configuration not stated),-11%,9%,1%,21%,5%,-8%,2%,10,-5%
COc1ccccc1N(CC(=O)NCC(C)C)S(=O)(=O)c1cccs1,-5%,0%,1%,13%,11%,-6%,-24%,4,6%
Cc1cc(C)n(-c2ccc(NC(=O)C3CCCCN3C(=O)c3ccoc3)cc2)n1 (configuration not stated),?,0%,-1%,15%,-6%,-3%,5%,i,-26%
CCOC(=O)[C@]12CCCC=C1N(Cc1ccc3c(c1)OCO3)C(=O)[C@H](CC(=O)N1CCOCC1)C2,?,8%,.,-5%,-1%,.,2%,24,-1%
O=[N+]([O-])c1cc(/C=N/Nc2nc3ccccc3[nH]2)c(O)cc1O,-22%,-8%,3.3µM*,7.3µM*,?,?,-20%,61,?
CC(C)CC(=O)Nc1nc(=S)ss1,?,0%,0%,-2%[9.24 µM],-2%,-6%,4%,-1,-33%
O=C(c1ccc(NS(=O)(=O)c2ccc3[nH]c(=O)[nH]c3c2)cc1)N1CCN(c2ccccc2O)CC1,-15%,-5%,14%,6%,4%,-40%[inhibitor],-6%,12,-15%
C=CCn1c(SCCN)nnc1-c1cccc(S(=O)(=O)N2CCOCC2)c1,0%,18%,2%,5%,6%,6%,-14%,17,-1%
CCC(C)NC(=O)c1cn(CC)c2cc(N3CCN(C(=O)c4ccco4)CC3)c(F)cc2c1=O (configuration not stated),-1%,-4%,7%,-15%,-22%,-17%,-17%,0,-3%
Cc1ccc(C2NC(=S)NC3=C2C(=O)CCC3)cc1 (configuration not stated),-1%,6%,-9%,28%,10%,-1%,-15%,9,-14%
O=[N+]([O-])c1ccc(CS(=O)(=O)N2CCN(c3ccccc3)CC2)cc1,1%,0%,-7%,22%,28%,-9%,6%,0,10%
O=C(NCCc1cccs1)C1CC(c2ccccc2[N+](=O)[O-])=NO1 (configuration not stated),?,28%,0%,5%,2%,0%[9.22 µM],73%[activator],37,1%
N=c1sccn1CC(=O)Nc1ccccc1-c1ccccc1,2%,-2%,1%,-1%,0%,-5%,-14%,-14,-9%
Cn1c(CC(=O)Nc2ccccc2F)nnc1SCC(=O)NC1CCCC1,3%,-15%,2%,8%,6%,-12%,-12%,16,-1%

# A second format for some results above.
canonical_smiles	KB-V1 MDR tox	KB-3-1 tox	MCF10A rerep	HT1080 IDH1KD tx	HT1080NT lethal	SW480 rerep	ATXN2 expr inh	IL1B secr inh	WRN inhibitor
COc1ccccc1N(CC(=O)NCC(C)C)S(=O)(=O)c1cccs1	-5%	0%	1%	13%	11%	-6%	-24%	4	6%
Cc1cc(C)n(-c2ccc(NC(=O)C3CCCCN3C(=O)c3ccoc3)cc2)n1 (configuration not stated)	?	0%	-1%	15%	-6%	-3%	5%	i	-26%
CCOC(=O)[C@]12CCCC=C1N(Cc1ccc3c(c1)OCO3)C(=O)[C@H](CC(=O)N1CCOCC1)C2	?	8%	.	-5%	-1%	.	2%	24	-1%
O=[N+]([O-])c1cc(/C=N/Nc2nc3ccccc3[nH]2)c(O)cc1O	-22%	-8%	3.3µM*	7.3µM*	?	?	-20%	61	?
CC(C)CC(=O)Nc1nc(=S)ss1	?	0%	0%	-2%[9.24 µM]	-2%	-6%	4%	-1	-33%
O=C(c1ccc(NS(=O)(=O)c2ccc3[nH]c(=O)[nH]c3c2)cc1)N1CCN(c2ccccc2O)CC1	-15%	-5%	14%	6%	4%	-40%[inhibitor]	-6%	12	-15%
C=CCn1c(SCCN)nnc1-c1cccc(S(=O)(=O)N2CCOCC2)c1	0%	18%	2%	5%	6%	6%	-14%	17	-1%
CCC(C)NC(=O)c1cn(CC)c2cc(N3CCN(C(=O)c4ccco4)CC3)c(F)cc2c1=O (configuration not stated)	-1%	-4%	7%	-15%	-22%	-17%	-17%	0	-3%
Cc1ccc(C2NC(=S)NC3=C2C(=O)CCC3)cc1 (configuration not stated)	-1%	6%	-9%	28%	10%	-1%	-15%	9	-14%
O=[N+]([O-])c1ccc(CS(=O)(=O)N2CCN(c3ccccc3)CC2)cc1	1%	0%	-7%	22%	28%	-9%	6%	0	10%
